ALOX12 inhib: blocks human 12-lipoxygenase activity; P18054; purified 12-hLO, xylenol orange hydroperoxide absorbance; Potency, µM (highest dose often 57.1 µM), inactives show at the top dose activity change, negative = inhibition, actives largely listed as inhibitors; 150,000 compounds, 0.12% hits; AID 1452; further: potency means the concentration at half of the fitted maximal effect; nearly all actives have a fitted effect of over 55% in size; many of its hits are not listed in these tables
Target sequence (P18054 whole entry, looked up): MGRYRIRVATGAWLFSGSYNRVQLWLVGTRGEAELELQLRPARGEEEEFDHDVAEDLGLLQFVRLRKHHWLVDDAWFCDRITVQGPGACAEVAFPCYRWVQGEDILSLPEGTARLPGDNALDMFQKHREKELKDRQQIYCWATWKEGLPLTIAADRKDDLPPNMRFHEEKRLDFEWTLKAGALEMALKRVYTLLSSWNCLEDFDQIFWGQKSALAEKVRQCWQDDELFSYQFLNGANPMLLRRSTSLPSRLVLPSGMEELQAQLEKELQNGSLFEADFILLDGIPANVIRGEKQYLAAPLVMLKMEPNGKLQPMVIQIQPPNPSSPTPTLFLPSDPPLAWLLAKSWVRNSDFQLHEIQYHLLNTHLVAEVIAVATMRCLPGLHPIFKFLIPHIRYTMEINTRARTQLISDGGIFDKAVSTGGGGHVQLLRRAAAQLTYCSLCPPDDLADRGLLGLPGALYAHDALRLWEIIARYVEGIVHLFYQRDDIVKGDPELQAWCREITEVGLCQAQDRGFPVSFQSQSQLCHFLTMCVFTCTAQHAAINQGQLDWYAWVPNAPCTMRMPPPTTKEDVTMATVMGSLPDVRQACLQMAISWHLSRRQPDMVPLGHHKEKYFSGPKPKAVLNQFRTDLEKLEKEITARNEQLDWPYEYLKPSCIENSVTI
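Hydroperoxide formation by human 12-lipoxygenase from 40 uM arachidonic acid was followed colorimetrically via ferric-xylenol orange complex, using the 573/405 nm absorbance ratio. Enzyme concentration was 150 nM, with 30 min reaction at room temperature.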
ALOX15B inhib: inhibitors of human 15-lipoxygenase 2 (ALOX15B); O15296; purified 15hLO-2, xylenol orange hydroperoxide absorbance; Potency, µM (top dose mostly 57.1 µM), without a hit: at the top dose activity change, negative = inhibition, usual class: inhibitors; 110,000 compounds, 0.56% hits; further: potency means the concentration at half of the fitted maximal effect; nearly all actives have a fitted effect of over 60% in size; many of its hits are not listed in these tables
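Purified human 15hLO-2 (50 nM final) preincubated with compounds 15 min at room temperature in 25 mM Hepes pH 7.5, 0.01% Triton X-100, then 45 uM arachidonic acid added for 90 min; hydroperoxide detected via ferrous/xylenol orange, 573/405 nm absorbance ratio.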
IMPase inh: IMPase inhibition in cells. P97697. CHO-M1 cells, IP1 accumulation, HTRF TR-FRET ratio. inhibition (IP1 accumulation), % at 46.1 µM. 120,000 tested, under 10 active. AID 901; active means well fitted curve in the direction sought with a large enough effect in the signal ratio, not every such curve was filed as active; inconclusive means small, poorly fitted or top-dose-only effect, or a change in a side signal; inactive means no such curve, though single readings can be large or run the other way; the % refers to the signal ratio;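 further: cells stimulated with carbachol in lithium chloride buffer; plate controls were DMSO basal wells for no effect and reference inhibitor wells for full effect; higher means more IMPase inhibition seen as more IP1 and lower FRET ratio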
Target sequence (P97697 whole entry, looked up): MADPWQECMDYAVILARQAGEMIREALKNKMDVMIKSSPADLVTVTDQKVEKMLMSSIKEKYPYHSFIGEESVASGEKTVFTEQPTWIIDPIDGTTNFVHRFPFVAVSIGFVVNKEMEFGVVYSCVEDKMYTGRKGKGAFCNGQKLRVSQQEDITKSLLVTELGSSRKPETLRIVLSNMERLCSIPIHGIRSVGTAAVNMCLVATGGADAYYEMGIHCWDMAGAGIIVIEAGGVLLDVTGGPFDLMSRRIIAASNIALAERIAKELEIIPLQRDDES
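Measured: the HTRF emission ratio (665/620 nm) plus the 620 nm donor channel, each fitted to the Hill equation to give AC50. Cells were CHO-M1 given compounds up to 46 uM and a 30 min carbachol stimulation at 37C.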
PNC inhibitor: inhibitors of perinucleolar compartment assembly; 140,000 compounds, 3.1% hits; activity change (PNC), negative = inhibition, % at 10 µM; PC3M PTB-GFP, PNC prevalence imaging, 16 h; hits give low values; AID 2417;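 active means readout at or below -70, meaning at least 70% loss of cells showing the perinucleolar compartment, a nuclear body marking cancer cells; inconclusive means readout between -30 and a set limit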;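 further: plate controls were DMSO wells for no effect and camptothecin positive control wells for full effect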
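PC3M cells stably expressing PTB-GFP, 750–1000 cells/well, treated 16 h at 37 °C with compound (23 nl of library stock), in duplicate. After paraformaldehyde fixation and Hoechst stain, imaged at 20x; PNC prevalence scored by image analysis.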
The depositor's hits bear a star; [ ] = dose if it differs, or a comment. Unless noted, the call rests on the fitted dose curve; in most records, active means well fitted curve in the direction sought with a large enough effect; inconclusive means small, poorly fitted or top-dose-only effect, or another doubt; inactive means no such curve, though single readings can be large; an effect the other way counts as inactive or inconclusive. Unless noted, on the % scale 0 is the no-effect control and ±100 the full control effect.

What do the screens show for `CC(OC(=O)c1ccc2c(=O)n3c(nc2c1)CCCCC3)C(=O)Nc1ncc(Cl)cc1Cl` (stereo not given)?
ALOX12 inhib: 3.9%; PNC inhibitor: inconclusive

Results for Cc1n[nH]c(C)c1C(=O)CC1(O)C(=O)N(CCc2ccccc2)c2ccc(Cl)cc21 (stereo not given) ?
ALOX12 inhib: -5.4%; ALOX15B inhib: 3.6%; IMPase inh: -13.6; PNC inhibitor: 23.6

What do the screens show for `CN(C)/N=N\c1nc[nH]c1C(N)=O`?
ALOX12 inhib: 8.6%[25.6 µM]; ALOX15B inhib: 5.3%[25.6 µM]; IMPase inh: 6.0[20.6 µM]

How did CC(NC(=O)COc1ccc(Oc2ccccc2)cc1)C(=O)O (stereo not given) do in these assays?
ALOX12 inhib: 0.3%; ALOX15B inhib: 6.2%; IMPase inh: 0.9; PNC inhibitor: 8.5

How did Cc1cc(C(=O)N2CCN(Cc3ccc4c(c3)OCO4)CC2)cs1 do in these assays?
ALOX12 inhib: -8.4%; ALOX15B inhib: -3.6%; IMPase inh: 1.7; PNC inhibitor: 6.5

Results for COc1cc2c(cc1OC)C1=NC(=O)CN1C(SCc1ccccc1)=N2 ?
ALOX12 inhib: -10.7%; ALOX15B inhib: inconclusive; IMPase inh: -13.1; PNC inhibitor: -28.1

Results for COc1ccc(C2(C(=O)Nc3c(C)n(C)n(-c4ccccc4)c3=O)CCCC2)cc1OC ?
ALOX12 inhib: 2.4%; PNC inhibitor: inconclusive

What do the screens show for `COc1ccc(-c2csc(NC(C)=O)n2)cc1OC`?
ALOX12 inhib: -4.0%; ALOX15B inhib: -6.8%; IMPase inh: 6.9; PNC inhibitor: 34.8

Results for COc1ccc(/C=N/NC(=O)CCCCCNC(=O)c2ccccc2)cc1 ?
ALOX12 inhib: 0.8%; IMPase inh: -8.7; PNC inhibitor: 27.1

What do the screens show for `Cc1nnc(SCC(=O)Nc2ccc3c4c(cccc24)CC3)n1C`?
ALOX12 inhib: 3.7%; ALOX15B inhib: 3.1%; IMPase inh: 5.2; PNC inhibitor: 18.1

How did COc1cccc(OC)c1C(=O)NN1CCCCC1 do in these assays?
ALOX12 inhib: 1.3%; ALOX15B inhib: -0.4%; IMPase inh: 2.6; PNC inhibitor: 21.2

What do the screens show for `CN1C(=O)OC(C)(C)C1=O`?
ALOX12 inhib: -1.7%[25.6 µM]; ALOX15B inhib: 7.3%[25.6 µM]; IMPase inh: -7.0[20.6 µM]

Results for COc1ccccc1NC(=O)N1CCC(C(=O)c2ccc(F)cc2)CC1 ?
ALOX12 inhib: 4.7%; ALOX15B inhib: 5.9%; IMPase inh: inconclusive; PNC inhibitor: -15.2

Results for Cc1ccc(C)n1-c1sc2c(c1C(=O)O)CCCC2 ?
ALOX12 inhib: 0.4%; PNC inhibitor: 23.7

Results for COc1ccc(Nc2nc(N)nc(COc3ccc(OC)cc3)n2)cc1 ?
ALOX12 inhib: 5.0%; ALOX15B inhib: 6.2%; IMPase inh: -0.4; PNC inhibitor: -6.6

What do the screens show for `Cc1ccc(/C=C/C(=O)NCCCN2CCN(CCCNC(=O)/C=C/c3ccc(C)cc3)CC2)cc1`?
ALOX12 inhib: -3.5%; PNC inhibitor: 50.9

What do the screens show for `C[n+]1cccc(CNC(=O)/C=N/O)c1`?
ALOX12 inhib: -0.9%; ALOX15B inhib: -16.8%; IMPase inh: -6.9; PNC inhibitor: -9.2

How did CN(C)c1cc(C(F)(F)F)nc(-c2ccccn2)n1 do in these assays?
ALOX12 inhib: 3.7%; ALOX15B inhib: 2.9%; IMPase inh: 5.7; PNC inhibitor: inconclusive

Results for COc1ccc(CCn2nnnc2C(c2ccccc2)N2CCN(C)CC2)cc1OC (stereo not given) ?
ALOX12 inhib: -5.0%; ALOX15B inhib: 4.6%; IMPase inh: inconclusive; PNC inhibitor: 13.0

How did CCCCOc1ccc(C2(C(=O)O)CCCC2)cc1 do in these assays?
ALOX12 inhib: -3.7%; ALOX15B inhib: -2.0%; IMPase inh: inconclusive; PNC inhibitor: -2.6

What do the screens show for `c1ccc(SCc2nc(-c3ccncc3)no2)cc1`?
ALOX12 inhib: -2.4%; ALOX15B inhib: -3.2%; IMPase inh: 3.8; PNC inhibitor: inconclusive

How did CCc1nc(N2CCCCC2)c2oc3ccccc3c2n1 do in these assays?
ALOX12 inhib: -10.7%; ALOX15B inhib: 12.4%; IMPase inh: -1.3; PNC inhibitor: -23.2

What do the screens show for `COCCOC(=O)c1[nH]c2c(c1C)C(=O)C(C(=O)OC)C(C)C2` (stereo not given)?
ALOX12 inhib: -4.3%; ALOX15B inhib: -0.4%; IMPase inh: 1.2; PNC inhibitor: 46.4

How did Clc1ccc(OCc2nc(-c3ccccn3)n[nH]2)cc1 do in these assays?
ALOX12 inhib: -9.2%; ALOX15B inhib: 15.3%; IMPase inh: -6.4; PNC inhibitor: 19.5

How did O=C(O)CCC(=O)N1CCc2cc(S(=O)(=O)N(CCc3ccccc3)Cc3ccccc3)ccc21 do in these assays?
ALOX12 inhib: -2.0%; ALOX15B inhib: -19.7%; IMPase inh: -1.2; PNC inhibitor: -19.6

How did O=C1CN(C(=O)c2cc([N+](=O)[O-])ccc2Cl)C(c2ccc(F)cc2)c2cc(F)ccc2N1 (stereo not given) do in these assays?
ALOX12 inhib: -2.0%; PNC inhibitor: 29.2

Results for CCOC(=O)c1ccc(NC(=O)C2C3CCC(C3)C2C(=O)O)cc1 (stereo not given) ?
ALOX12 inhib: -4.4%; ALOX15B inhib: 8.8%[2.29 µM]; IMPase inh: 6.4; PNC inhibitor: -2.9

Results for O=C(C1CCCCC1)N1CCCn2c1nc1ccccc12 ?
ALOX12 inhib: 6.1%; ALOX15B inhib: 2.9%; IMPase inh: 6.9; PNC inhibitor: 29.3

How did O=C(NCC1CCCO1)c1sc2cc(Cl)ccc2c1Cl (stereo not given) do in these assays?
ALOX12 inhib: -10.7%; IMPase inh: 4.8; PNC inhibitor: inconclusive

What do the screens show for `CCCCN(C(=O)CSc1nncn1-c1ccccc1)c1c(N)n(Cc2ccccc2)c(=O)[nH]c1=O`?
ALOX12 inhib: 7.5%; PNC inhibitor: 1.8

How did N#Cc1nc(Cc2ccccc2)oc1NCCCn1ccnc1 do in these assays?
ALOX12 inhib: -5.9%; ALOX15B inhib: 27.3%; IMPase inh: 8.5; PNC inhibitor: -28.3

What do the screens show for `CC1Cc2ccccc2N1C(=O)CSc1nnnn1-c1ccc2c(c1)OCCO2` (stereo not given)?
ALOX12 inhib: -5.3%; ALOX15B inhib: -3.7%; IMPase inh: 3.5; PNC inhibitor: -25.9

What do the screens show for `O=C1CCC([N+](=O)[O-])C(c2cccc(Cl)c2Cl)N1` (stereo not given)?
ALOX12 inhib: 6.9%; ALOX15B inhib: -1.4%; IMPase inh: -2.5; PNC inhibitor: 42.5

How did Cc1cc(NS(=O)(=O)c2ccc(NC(=O)c3ccco3)cc2)no1 do in these assays?
ALOX12 inhib: 3.0%; ALOX15B inhib: -0.9%; IMPase inh: 0.5; PNC inhibitor: 18.1

Results for O=C(CSc1nnc(-c2ccc(S(=O)(=O)N3CCCC3)cc2)o1)NCc1ccco1 ?
ALOX12 inhib: -0.1%; ALOX15B inhib: -16.5%; IMPase inh: 1.6; PNC inhibitor: 25.3

Results for O=c1[nH]c(CSc2nnc3ccccn23)nc2ccccc12 ?
ALOX12 inhib: 0.6%; PNC inhibitor: 69.7

What do the screens show for `COc1cc2c(cc1NC(=S)NC(=O)/C=C/c1ccco1)oc1ccccc12`?
ALOX12 inhib: -4.6%; PNC inhibitor: 36.7

How did Cc1ccc(C)c(S(=O)(=O)NCc2ccc(C(=O)N3CCC(Cc4ccccc4)CC3)cc2)c1 do in these assays?
ALOX12 inhib: -4.8%; ALOX15B inhib: -3.6%; IMPase inh: 0.3; PNC inhibitor: 7.1

What do the screens show for `O=C(COc1ccc(-c2ccccc2)cc1)N/N=C/c1ccccc1Br`?
ALOX12 inhib: -7.1%; ALOX15B inhib: -10.2%; IMPase inh: 7.1; PNC inhibitor: 8.8

How did Cn1cnnc1SCc1ccc(C(=O)O)cc1 do in these assays?
ALOX12 inhib: 0.9%; ALOX15B inhib: 8.1%; IMPase inh: 4.3; PNC inhibitor: 22.6

What do the screens show for `Cc1cc(S(=O)(=O)Nc2ccc(N(C)C)cc2)c(C)s1`?
ALOX12 inhib: 4.9%; ALOX15B inhib: -10.3%; IMPase inh: 11.3; PNC inhibitor: -23.4

How did c1nc(NCCc2cnc[nH]2)c2[nH]cnc2n1 do in these assays?
ALOX12 inhib: 6.3%[11.4 µM]; ALOX15B inhib: -3.6%[11.4 µM]

What do the screens show for `CS(=O)(=O)N(CC(=O)NC1CCCC1)c1cccc(F)c1`?
ALOX12 inhib: -0.9%; ALOX15B inhib: 2.8%; IMPase inh: 5.0; PNC inhibitor: 23.3

How did Cc1cc(C)cc(NC(=O)c2snc3c(=O)[nH]cnc23)c1 do in these assays?
ALOX12 inhib: 4.2%; ALOX15B inhib: -5.1%; IMPase inh: -1.1; PNC inhibitor: 3.3

Results for N#Cc1cc(-c2ccc(Cl)cc2)cnc1Sc1ccc(F)cc1 ?
ALOX12 inhib: -1.1%; ALOX15B inhib: -0.6%; IMPase inh: -0.3; PNC inhibitor: -13.7

A stretch from further up, for reference:
What do the screens show for `COc1cc2c(cc1NC(=S)NC(=O)/C=C/c1ccco1)oc1ccccc12`?
ALOX12 inhib: -4.6%; PNC inhibitor: 36.7

How did Cc1ccc(C)c(S(=O)(=O)NCc2ccc(C(=O)N3CCC(Cc4ccccc4)CC3)cc2)c1 do in these assays?
ALOX12 inhib: -4.8%; ALOX15B inhib: -3.6%; IMPase inh: 0.3; PNC inhibitor: 7.1

(list continues)
How did Cc1cccc(NC(=O)CCC(=O)OCc2ccc(Br)cc2)c1 do in these assays?
ALOX12 inhib: -2.4%; PNC inhibitor: 3.6

How did N#C/C(=C\c1cn(Cc2ccccc2C#N)c2ccccc12)C(=O)NCc1cccs1 do in these assays?
ALOX12 inhib: 7.9%; ALOX15B inhib: -22.9%; IMPase inh: 4.9; PNC inhibitor: 69.3

How did CCN(CC(=O)NC)S(=O)(=O)c1ccc(C)cc1 do in these assays?
ALOX12 inhib: 5.4%; ALOX15B inhib: -1.2%; IMPase inh: 8.4; PNC inhibitor: -5.2

What do the screens show for `CCCn1c(SCC(=O)N2CCCc3ccccc32)nc2c1c(=O)n(C)c(=O)n2C`?
ALOX12 inhib: 1.2%; ALOX15B inhib: 0.9%; IMPase inh: 8.1; PNC inhibitor: -13.2

How did COc1ccc(Br)c(C(=O)NCCC(C)C)c1 do in these assays?
ALOX12 inhib: 0.5%; PNC inhibitor: -14.4

Results for CCOC(=O)N1CCN(C(=O)c2cc3c(-c4ccc(Cl)cc4)nn(C)c3s2)CC1 ?
ALOX12 inhib: -0.7%; ALOX15B inhib: 17.5%; IMPase inh: 11.7; PNC inhibitor: -23.3

What do the screens show for `Cc1ccccc1NC(=O)CSCC(=O)Nc1ccccc1C`?
ALOX12 inhib: inconclusive; ALOX15B inhib: 7.2%; IMPase inh: -12.6; PNC inhibitor: -27.7

Results for CCOC(=O)c1ccc(NC(=O)CC2SCCNC2=O)cc1 (stereo not given) ?
ALOX12 inhib: -3.5%; ALOX15B inhib: 3.5%; IMPase inh: 12.3; PNC inhibitor: inconclusive

Results for N[C@@H](Cc1[nH]nc2ccccc12)C(=O)O ?
ALOX12 inhib: 0.2%[11.4 µM]; ALOX15B inhib: 4.7%[11.4 µM]

Results for CCOC(=O)c1c(NC(=O)CSc2nc3cc(Cl)ccc3c(=O)n2Cc2ccco2)sc(C(=O)N(C)C)c1C ?
ALOX12 inhib: 1.6%; IMPase inh: -12.5; PNC inhibitor: -17.6

Results for COc1ccc(CCNC2=NCC(C)S2)cc1 (stereo not given) ?
ALOX12 inhib: -0.9%; ALOX15B inhib: 10.2%; IMPase inh: -5.8; PNC inhibitor: -1.5

What do the screens show for `O=C(N/N=C/c1ccc(Cl)cc1Cl)Nc1ccccc1`?
ALOX12 inhib: 2.0%; ALOX15B inhib: -3.7%; IMPase inh: -4.8; PNC inhibitor: -24.4

Source: PubChem BioAssay

An excerpt; rates above refer to the full screens.
